tim23-1 inh: tim23-1 yeast growth inhibition; 330,000 tested, 1.3% active; inhibition, % at 20 µM; AID 463212; S. cerevisiae tim23-1 growth, BacTiter-Glo luminescence, 24 h;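 active = growth inhibition of the mutant yeast at or above 50%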;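 note: temperature-sensitive mutant grown at 25 °C; plate controls were DMSO-treated mutant yeast for no effect and medium wells lacking yeast for full effect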
UPR XBP1 act: activators of adaptive arm of unfolded protein response (XBP1). activation, % at 20 µM. 330,000 tested, 0.33% active. CHO-XBP1 luciferase reporter, IRE1-XBP1 UPR activation, luminescence; percent of tunicamycin response, DMSO as zero;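 active = versus positive control, 20 µM dose yields 30% or more activation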;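 note: 100% = tunicamycin at 10 µg/mL and 0% = DMSO only wells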
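Assay system: IRE1-XBP1 luciferase reporter CHO line. Input: 1000 cells/well. Buffer or medium: F12 with 10% serum. Doses: 20 µM, 1% DMSO. Times: overnight seeding at 37 °C, 6 h compound treatment at 37 °C. Technique: Steady-Glo luciferase glow luminescence, 10 min after reagent addition.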
tim10-1 inh: growth inhibitors of tim10-1 mutant yeast | S. cerevisiae tim10-1 ts strain growth, BacTiter-Glo, 24 h | inhibition, % at 20 µM | 330,000 tested, 2.2% active | AID 463190;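 active = inhibition of at least 40%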;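 note: mutant grown at 25 °C; 0% = DMSO wells with yeast and 100% = wells holding no yeast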
697 NFkB inh: inhibitors of the PMA/ionomycin-induced NF-kB reporter in 697 B cells; 697 B-cell NF-kB luciferase reporter, 16 h; inhibition, % at 4 µM; 330,000 tested, 0.33% active; AID 435022; in the data active = inhibition above about 35%
Jurkat NFkB inh: lowers PMA/ionomycin-induced NF-kB signal in Jurkat cells; inhibition, % at 4 µM; 330,000 tested, 0.53% active; AID 435003; PMA/ionomycin-induced NF-kB luciferase reporter, luminescence; in the data active = inhibition above about 50%
UPR CHOP act: activators of apoptotic arm of unfolded protein response (CHOP) | activation, % at 10 µM | 330,000 tested, 0.34% active | AID 449763 | CHO-CHOP luciferase reporter, UPR activation, luminescence; percent of tunicamycin response over DMSO baseline;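 active = at 10 µM dose, activation of 40% or more, normalized to positive control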;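 note: 100% = tunicamycin at 10 µg/mL and 0% = DMSO alone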
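Evaluation: % reporter activation, DMSO baseline versus tunicamycin full activation; System: CHO-CHOP luciferase reporter cell line; Input: 500 cells/well; Incubation: 6 h compound treatment, 37 °C; Measured by: Steady-Glo luciferase luminescence; Dosing: one dose, 10 µM in 0.5% DMSO; Buffer or medium: F12 medium, 10% FBS; Benchmarks: positive tunicamycin 10 µg/mL, negative DMSO alone.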
Mdm2-MdmX inh: disrupts the human Mdm2-MdmX interaction. SaOS-2 split-luciferase Mdm2/MdmX complementation, luminescence. inhibition, % at 8 µM. 330,000 tested, 3% active. AID 485346;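 active = inhibition of at least 50% at 8 µM in the primary screen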
Target sequence (O15151 whole entry, looked up): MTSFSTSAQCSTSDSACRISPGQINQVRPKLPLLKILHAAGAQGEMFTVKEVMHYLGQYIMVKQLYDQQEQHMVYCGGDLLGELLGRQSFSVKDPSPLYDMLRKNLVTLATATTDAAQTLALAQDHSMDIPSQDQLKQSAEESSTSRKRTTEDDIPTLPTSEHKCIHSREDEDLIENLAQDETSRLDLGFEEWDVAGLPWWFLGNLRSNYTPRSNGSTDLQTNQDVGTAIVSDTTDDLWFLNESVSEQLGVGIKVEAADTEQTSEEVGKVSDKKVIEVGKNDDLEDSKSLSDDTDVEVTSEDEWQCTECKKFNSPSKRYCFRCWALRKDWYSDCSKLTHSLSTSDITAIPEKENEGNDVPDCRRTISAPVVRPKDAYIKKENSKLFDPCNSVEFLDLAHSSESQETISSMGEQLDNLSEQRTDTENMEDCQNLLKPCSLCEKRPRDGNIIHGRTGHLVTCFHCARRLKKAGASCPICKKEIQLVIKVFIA
Target sequence (Q00987 whole entry, looked up): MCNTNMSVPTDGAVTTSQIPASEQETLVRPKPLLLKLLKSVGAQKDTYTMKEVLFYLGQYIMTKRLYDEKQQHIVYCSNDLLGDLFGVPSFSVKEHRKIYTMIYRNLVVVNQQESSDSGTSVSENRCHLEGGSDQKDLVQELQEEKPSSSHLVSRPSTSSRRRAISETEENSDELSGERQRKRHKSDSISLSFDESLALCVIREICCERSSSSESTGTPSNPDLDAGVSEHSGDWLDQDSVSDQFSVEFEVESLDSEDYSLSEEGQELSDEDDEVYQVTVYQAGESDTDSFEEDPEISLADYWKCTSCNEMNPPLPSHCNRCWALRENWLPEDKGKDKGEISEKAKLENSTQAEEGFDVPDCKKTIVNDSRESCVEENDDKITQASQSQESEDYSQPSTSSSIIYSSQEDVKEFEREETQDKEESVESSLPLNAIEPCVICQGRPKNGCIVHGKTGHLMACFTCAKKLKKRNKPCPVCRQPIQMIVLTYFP
TIM10 inh: growth inhibitors of TIM10 yeast strain. 330,000 tested, 1.4% active. inhibition, % at 10 µM. S. cerevisiae TIM10 strain growth, BacTiter-Glo luminescence, 24 h;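 active = inhibition of 40% or more at the single tested concentration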;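 note: wild-type TIM10 isogenic control strain grown at permissive 25 °C; 0% = DMSO yeast wells and 100% = minimal medium wells without yeast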
* marks the source's active call; other numbers are inactive results.

COCCn1c(-c2ccc(SC)cc2)nc2c1c(=O)[nH]c(=O)n2CC(C)C was read as tim23-1 inh 14, UPR XBP1 act 4, tim10-1 inh 19, 697 NFkB inh -5, Jurkat NFkB inh -9, UPR CHOP act 1.0, Mdm2-MdmX inh -25 and TIM10 inh -7.
Screening Cc1occc1C(=O)Nc1ccccc1NC(=O)c1ccoc1C returned tim23-1 inh 8, UPR XBP1 act -1, tim10-1 inh 8, 697 NFkB inh 8, Jurkat NFkB inh 12, UPR CHOP act 0.6, Mdm2-MdmX inh -8 and TIM10 inh 11.
Screening COC(=O)C(CCSC)NC(=O)/C=C/c1ccc(OC)cc1 (centres undefined) returned tim23-1 inh 4, UPR XBP1 act 6, tim10-1 inh 4, 697 NFkB inh 4, Jurkat NFkB inh 6, UPR CHOP act 0.5, Mdm2-MdmX inh 9 and TIM10 inh 2.
Screening COc1ccc(Nc2cc3n(c(=O)n2)CCc2cc(OC)c(OC)cc2-3)cc1 returned tim23-1 inh 22, UPR XBP1 act 14, tim10-1 inh 21, 697 NFkB inh 19, Jurkat NFkB inh -8, UPR CHOP act 0.0, Mdm2-MdmX inh 24 and TIM10 inh 3.
`O=C(c1ccc2c(=O)n(-c3ccccc3)c(=S)[nH]c2c1)N1CCCCC1` gave tim23-1 inh 0, UPR XBP1 act -1, tim10-1 inh 7, 697 NFkB inh 38*, Jurkat NFkB inh 7, UPR CHOP act 0.5, Mdm2-MdmX inh 20 and TIM10 inh -17.
Screening CCN(CC(=O)Nc1c(F)cccc1F)C(=O)CSc1nc(C)cc(C)n1 returned tim23-1 inh -4, UPR XBP1 act -2, tim10-1 inh 6, 697 NFkB inh 9, Jurkat NFkB inh -7, UPR CHOP act 1.5, Mdm2-MdmX inh 16 and TIM10 inh 10.
`O=C1Nc2ccccc2/C1=N/N=C/c1cccc(O)c1` gave tim23-1 inh 5, UPR XBP1 act 0, tim10-1 inh 17, 697 NFkB inh 25, Jurkat NFkB inh -3, UPR CHOP act 3.2, Mdm2-MdmX inh 32 and TIM10 inh 16.
For COc1cc(NC(=O)COC(=O)/C=C/c2ccc(Cl)cc2Cl)cc(OC)c1 the results were tim23-1 inh -7, UPR XBP1 act -4, tim10-1 inh -1, 697 NFkB inh 8, Jurkat NFkB inh 0, UPR CHOP act -0.7, Mdm2-MdmX inh 16 and TIM10 inh 0.
`CSc1ncccc1C(=O)Nc1nc2c(C)cccc2s1` gave tim23-1 inh 8, UPR XBP1 act 1, tim10-1 inh 9, 697 NFkB inh -5, Jurkat NFkB inh 7, UPR CHOP act 3.1, Mdm2-MdmX inh 8 and TIM10 inh 2.
O=C1CC(c2ccccc2)N1c1ccccc1 (centres undefined) was read as tim23-1 inh 8, UPR XBP1 act 1, tim10-1 inh 21, 697 NFkB inh -7, Jurkat NFkB inh 5, UPR CHOP act 1.2, Mdm2-MdmX inh 10 and TIM10 inh 7.
Screening CC(C)Cc1ccc(C(C)C(=O)Nc2ccccc2O)cc1 (centres undefined) returned tim23-1 inh 15, UPR XBP1 act -1, tim10-1 inh 21, 697 NFkB inh -14, Jurkat NFkB inh 44, UPR CHOP act 1.2, Mdm2-MdmX inh 26 and TIM10 inh 12.
Cc1occc1C(=O)Nc1ccc(S(N)(=O)=O)cc1 was read as tim23-1 inh -5, UPR XBP1 act -2, tim10-1 inh -25, 697 NFkB inh 3, Jurkat NFkB inh -7, UPR CHOP act 1.3, Mdm2-MdmX inh 12 and TIM10 inh -31.
`CN(CC(=O)N1CCN(c2ccccc2)CC1)C1CCCc2ccccc21` (centres undefined) gave tim23-1 inh 10, UPR XBP1 act 0, tim10-1 inh 6, 697 NFkB inh -3, Jurkat NFkB inh 6, UPR CHOP act 0.3, Mdm2-MdmX inh -13 and TIM10 inh -1.
`CCOc1ccc(Oc2ccc(Cl)cc2NC(=O)CCNC(C)=O)cc1` gave tim23-1 inh 17, UPR XBP1 act -1, tim10-1 inh 18, 697 NFkB inh 21, Jurkat NFkB inh 3, UPR CHOP act -0.4, Mdm2-MdmX inh 14 and TIM10 inh 3.
For C=CCN1CCN(C(=O)c2ccc(-c3ccccc3)cc2)CC1 the results were tim23-1 inh 12, UPR XBP1 act 2, tim10-1 inh -7, 697 NFkB inh -9, Jurkat NFkB inh -8, UPR CHOP act -0.1, Mdm2-MdmX inh -2 and TIM10 inh -1.
Screening O=C(O)CCCNS(=O)(=O)c1ccc2ccccc2c1 returned tim23-1 inh 23, UPR XBP1 act -1, tim10-1 inh 16, 697 NFkB inh -3, Jurkat NFkB inh 5, UPR CHOP act -1.5, Mdm2-MdmX inh -18 and TIM10 inh 2.
For CC1(c2ccc([N+](=O)[O-])cc2)NC(=O)N(CC(=O)Nc2ccc(N3CCCCC3)cc2)C1=O (centres undefined) the results were tim23-1 inh 7, UPR XBP1 act 2, tim10-1 inh -13, 697 NFkB inh -24, Jurkat NFkB inh -1, UPR CHOP act 1.2, Mdm2-MdmX inh 25 and TIM10 inh 4.
For NC(=O)c1ccccc1OCc1cccc2ccccc12 the results were tim23-1 inh 38, UPR XBP1 act 0, tim10-1 inh 21, 697 NFkB inh -26, Jurkat NFkB inh -17, UPR CHOP act 0.2, Mdm2-MdmX inh -16 and TIM10 inh 21.
Screening COc1ccc(-c2cc(-c3ccccc3)nc(SCC(=O)Nc3nccs3)c2C#N)cc1 returned tim23-1 inh -11, UPR XBP1 act 1, tim10-1 inh 15, 697 NFkB inh -4, Jurkat NFkB inh -4, UPR CHOP act 2.8, Mdm2-MdmX inh 75* and TIM10 inh -28.
CC1CCN(C(=O)COC(=O)c2cc([N+](=O)[O-])ccc2N2CCOCC2)CC1 was read as tim23-1 inh -11, UPR XBP1 act 1, tim10-1 inh -15, 697 NFkB inh 6, Jurkat NFkB inh -16, UPR CHOP act 1.8, Mdm2-MdmX inh 19 and TIM10 inh -12.
Screening CCOC(=O)Cc1nnc(NC(=O)c2ccccc2OC)s1 returned tim23-1 inh 16, UPR XBP1 act -3, tim10-1 inh 12, 697 NFkB inh 4, Jurkat NFkB inh -10, UPR CHOP act 2.3, Mdm2-MdmX inh 16 and TIM10 inh 2.
`Brc1ccc(CSc2nnc(-c3cnccn3)n2Cc2ccco2)cc1` gave tim23-1 inh 46, UPR XBP1 act 0, tim10-1 inh 39, 697 NFkB inh 12, Jurkat NFkB inh -3, UPR CHOP act -2.6, Mdm2-MdmX inh 12 and TIM10 inh 45*.
CCOC(=O)C1CCCN(C(=O)c2ccccc2NC(C)=O)C1 (centres undefined) was read as tim23-1 inh 2, UPR XBP1 act -1, tim10-1 inh 15, 697 NFkB inh 15, Jurkat NFkB inh -4, UPR CHOP act 1.4, Mdm2-MdmX inh 22 and TIM10 inh -13.
Screening CCN(CC)CCCCOc1ccccc1OC returned tim23-1 inh 4, UPR XBP1 act -4, tim10-1 inh 9, 697 NFkB inh 18, Jurkat NFkB inh 14, UPR CHOP act -0.3, Mdm2-MdmX inh 8 and TIM10 inh -4.
Screening Cc1ccc(-c2nn3cnnc3c3ccccc23)cc1 returned tim23-1 inh 24, UPR XBP1 act 3, tim10-1 inh 31, 697 NFkB inh -3, Jurkat NFkB inh 1, UPR CHOP act -0.5, Mdm2-MdmX inh -25 and TIM10 inh 10.
`COCCn1nnnc1C(c1cccc(OC)c1OC)N1CCN(C(=O)c2ccco2)CC1` (centres undefined) gave tim23-1 inh 9, UPR XBP1 act -2, tim10-1 inh -5, 697 NFkB inh 20, Jurkat NFkB inh -3, UPR CHOP act 2.1, Mdm2-MdmX inh -7 and TIM10 inh 14.
CC(=O)Nc1ccc(N2C(=O)CSC2c2cccc(Br)c2)cc1 (centres undefined) was read as tim23-1 inh 2, UPR XBP1 act 1, tim10-1 inh 15, 697 NFkB inh 3, Jurkat NFkB inh 18, UPR CHOP act -0.5, Mdm2-MdmX inh 16 and TIM10 inh -5.
For O=C(NC1CCN(S(=O)(=O)c2ccc(F)cc2)CC1)c1ccccc1 the results were tim23-1 inh 2, UPR XBP1 act -4, tim10-1 inh -1, 697 NFkB inh -8, Jurkat NFkB inh 10, UPR CHOP act 1.1, Mdm2-MdmX inh 9 and TIM10 inh -7.
Screening COc1cc(CNc2ccc(CNc3ncn[nH]3)cc2)cc(Cl)c1OCc1ccccc1 returned tim23-1 inh 3, UPR XBP1 act -3, tim10-1 inh 12, 697 NFkB inh -11, Jurkat NFkB inh -14, UPR CHOP act 1.6, Mdm2-MdmX inh -3 and TIM10 inh 0.
CCOC(=O)CSc1nnc(CNC(=O)c2ccc(S(=O)(=O)N3CCOCC3)cc2)n1C was read as tim23-1 inh -2, UPR XBP1 act 3, tim10-1 inh 13, 697 NFkB inh -18, Jurkat NFkB inh 7, UPR CHOP act -2.1, Mdm2-MdmX inh -3 and TIM10 inh 7.
`CCOC(=O)C1=C(C)NC(C)=C(C(=O)OCC)C1c1sccc1C` gave tim23-1 inh 9, UPR XBP1 act 4, tim10-1 inh 11, 697 NFkB inh -28, Jurkat NFkB inh -15, UPR CHOP act 14, Mdm2-MdmX inh 24 and TIM10 inh 16.
For COc1cccc(NC(=O)CCSc2ccc(C)cc2)c1 the results were tim23-1 inh 20, UPR XBP1 act 0, tim10-1 inh 10, 697 NFkB inh 15, Jurkat NFkB inh -6, UPR CHOP act 0.0, Mdm2-MdmX inh -5 and TIM10 inh 16.
CCOC(=O)c1c(NC(=O)Cc2ccccc2)sc2c1CCN(CC)C2 was read as tim23-1 inh 9, UPR XBP1 act 5, tim10-1 inh 8, 697 NFkB inh -11, Jurkat NFkB inh -12, UPR CHOP act 3.0, Mdm2-MdmX inh -23 and TIM10 inh 5.
COc1cc(/C=C(/C#N)c2ccc(C)cc2)ccc1Oc1ccc([N+](=O)[O-])cn1 was read as tim23-1 inh 16, UPR XBP1 act 0, tim10-1 inh 11, 697 NFkB inh 21, Jurkat NFkB inh 17, UPR CHOP act 2.3, Mdm2-MdmX inh 27 and TIM10 inh -8.

4 structures from above, sorted by length of the SMILES, descending.
Screening COc1cc(CNc2ccc(CNc3ncn[nH]3)cc2)cc(Cl)c1OCc1ccccc1 returned tim23-1 inh 3, UPR XBP1 act -3, tim10-1 inh 12, 697 NFkB inh -11, Jurkat NFkB inh -14, UPR CHOP act 1.6, Mdm2-MdmX inh -3 and TIM10 inh 0.
For O=C(NC1CCN(S(=O)(=O)c2ccc(F)cc2)CC1)c1ccccc1 the results were tim23-1 inh 2, UPR XBP1 act -4, tim10-1 inh -1, 697 NFkB inh -8, Jurkat NFkB inh 10, UPR CHOP act 1.1, Mdm2-MdmX inh 9 and TIM10 inh -7.
For COc1cccc(NC(=O)CCSc2ccc(C)cc2)c1 the results were tim23-1 inh 20, UPR XBP1 act 0, tim10-1 inh 10, 697 NFkB inh 15, Jurkat NFkB inh -6, UPR CHOP act 0.0, Mdm2-MdmX inh -5 and TIM10 inh 16.
Screening CCN(CC)CCCCOc1ccccc1OC returned tim23-1 inh 4, UPR XBP1 act -4, tim10-1 inh 9, 697 NFkB inh 18, Jurkat NFkB inh 14, UPR CHOP act -0.3, Mdm2-MdmX inh 8 and TIM10 inh -4.

From PubChem BioAssay
